Screening results as filed in PubChem BioAssay.
Fam108B counter: blocks mouse Fam108B hydrolase in RBBP9 counter-screen; recombinant Fam108B, FP-Rh probe fluorescence polarization; inhibition, % at 9.51 µM; 0.33% of 300,000 active; AID 1947;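 active means inhibition above the screen mean inhibition plus 3 SD, computed separately per campaign, cut at about 18% in these data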;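 further: inhibitors lower polarization as less probe binds the enzyme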
PAD4 inh: inhibitors of human PAD4 | inhibition, % at 6.36 µM | 0.41% of 330,000 active | recombinant PAD4, RCA probe fluorescence polarization;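 active means percent inhibition above a cutoff equal to the mean of all tested compounds plus 3 SD, cut at about 15% in these data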;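 further: 0% = PAD4 with RCA probe and DMSO and 100% = probe without PAD4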
BCLXL inh: inhibitors of human Bcl-xL; Q07817; GST-Bcl-xL / FITC-Bim BH3 peptide fluorescence polarization; inhibition, % at 10.9 µM; 0.7% of 320,000 active;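 active means inhibition above the mean of all tested compounds plus 3 SD, cutoff set per campaign, cut at about 30% in these data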;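 further: 0% = DMSO wells and 100% = unlabeled Bim-BH3 peptide competitor; inhibitors lower millipolarization by displacing the labeled peptide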
Target sequence (Q07817 whole entry, looked up): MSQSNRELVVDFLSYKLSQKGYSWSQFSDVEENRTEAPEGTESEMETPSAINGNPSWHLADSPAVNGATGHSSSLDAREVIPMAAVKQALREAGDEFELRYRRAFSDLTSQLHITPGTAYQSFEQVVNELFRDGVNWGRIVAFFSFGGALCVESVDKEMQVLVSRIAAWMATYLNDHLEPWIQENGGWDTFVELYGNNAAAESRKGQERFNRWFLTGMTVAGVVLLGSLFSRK
MCL1 BIM primary: MCL1-BIM-BH3 interaction inhibition (human) | 0.68% of 320,000 active | AID 2057 | Q07820 | GST-MCL1 / FITC-Bim-BH3 fluorescence polarization | inhibition, % at 10.9 µM;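 active means inhibition above the mean inhibition of all tested compounds plus 3 SD, set per campaign, cut at about 40% in these data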;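 further: 0% = DMSO wells and 100% = unlabeled Bim-BH3 peptide control; higher means more loss of mP so more displacement of Bim peptide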
GLD-1 RNA inh: GLD-1-TGE RNA interaction inhibition (C. elegans); AID 2280; 0.44% of 320,000 active; inhibition, % at 5.96 µM; purified GLD-1 + fluorescein TGE RNA, fluorescence polarization; Q17339;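 active means percent inhibition above a per-plate cutoff, the plate mean of test compounds plus 3 SD, cut at about 30% in these data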;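 further: 0% = DMSO wells with GLD-1 and probe and 100% = wells lacking GLD-1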
TPT1 inh: inhibitors of Candida albicans tRNA 2'-phosphotransferase TPT1; recombinant caTPT1, FP RNA substrate dephosphorylation; 0.81% of 300,000 active; inhibition, % at 5 µM;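 active means inhibition above the mean of all tested compounds plus 3 SD, set per screening campaign, cut at about 24% in these data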;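 further: plate controls were DMSO alone for no effect and ferristatin control at 100 nM for full effect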
PME-1 primary: PME-1 (human) inhibition. recombinant PME-1, FP-Rh probe fluorescence polarization. Q9Y570. 0.53% of 320,000 active. inhibition, % at 5.9 µM. AID 2130;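 active means inhibition above the campaign mean of all compounds plus 3 SD, cut at about 26% in these data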;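 further: competitive labeling of PME-1 active site by serine hydrolase directed probe; 0% = PME-1 with DMSO and 100% = wells lacking PME-1 enzyme; inhibitors block probe labeling so polarization falls and inhibition rises; many of its hits are not listed in these tables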
Target sequence (Q9Y570 whole entry, looked up): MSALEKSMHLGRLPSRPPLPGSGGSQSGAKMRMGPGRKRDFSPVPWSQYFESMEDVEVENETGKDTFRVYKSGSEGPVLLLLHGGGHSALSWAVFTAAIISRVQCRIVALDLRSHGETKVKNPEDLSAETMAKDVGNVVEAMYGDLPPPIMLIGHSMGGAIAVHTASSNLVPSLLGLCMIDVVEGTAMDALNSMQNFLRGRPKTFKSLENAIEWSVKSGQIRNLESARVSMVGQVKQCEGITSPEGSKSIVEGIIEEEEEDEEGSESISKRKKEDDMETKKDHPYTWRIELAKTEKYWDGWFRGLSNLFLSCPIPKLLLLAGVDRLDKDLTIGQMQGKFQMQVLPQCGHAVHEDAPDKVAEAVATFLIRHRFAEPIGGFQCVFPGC
GSTO1 counter: blocks human GSTO1 in RBBP9 counter-screen. recombinant GSTO1, activity-based probe fluorescence polarization. inhibition, % at 5.96 µM. 1.1% of 300,000 active. AID 1974;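 active means inhibition above the campaign mean inhibition plus 3 SD, cut at about 35% in these data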;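 further: 0% = GSTO1-1 with DMSO and 100% = wells lacking GSTO1-1 enzyme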
Target sequence (P78417 whole entry, looked up): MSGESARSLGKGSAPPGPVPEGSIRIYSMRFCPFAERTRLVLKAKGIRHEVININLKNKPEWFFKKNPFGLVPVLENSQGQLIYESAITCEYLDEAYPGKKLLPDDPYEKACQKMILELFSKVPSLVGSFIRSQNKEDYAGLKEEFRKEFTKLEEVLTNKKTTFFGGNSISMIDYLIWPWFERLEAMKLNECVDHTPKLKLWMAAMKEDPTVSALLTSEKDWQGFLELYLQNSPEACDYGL
MEX-5 binding: C. elegans MEX-5 TCR-2 RNA binding activity. Q9XUB2. MEX-5/FITC-TCR2 RNA binding, fluorescence polarization; active compounds read low. activity score (negative = inhibition of binding), % at 10 µM. 0.38% of 300,000 active;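 active means inhibition past about -25% in most replicates, and total fluorescence under double the plate's negative control median, limit read from the data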;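 further: 0% = DMSO and -100% = 5 µM competing unlabeled TCR2 RNA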
* = called active by the depositor; x = not tested or not shown. Some of the compounds tested (hit frequency here may not be typical).

The opening 10 records, ahead of the listing:
nr	SMILES	Fam108B counter	PAD4 inh	BCLXL inh	MCL1 BIM primary	GLD-1 RNA inh	TPT1 inh	PME-1 primary	GSTO1 counter	MEX-5 binding
1	CC(=O)Nc1nc(CC(C)C)cc2c1c(=O)oc1ccccc12	1	6	3	-2	4	0	7	-1	0.5
2	CN1CCN(C(=O)CN(C)S(=O)(=O)c2ccc3ccccc3c2)CC1	-2	-2	5	4	1	-5	-5	4	-0.3
3	Cc1ccc(CN2CC(C(=O)O)CC2=O)cc1 (stereo not drawn)	1	-2	5	-4	6	-3	-2	2	2.5
4	O=C(CCN1C(=O)/C(=C/c2ccccc2F)SC1=S)Nc1cccnc1	2	-5	2	6	3	-3	4	8	1.5
5	COc1cc(C(=O)Nc2sc3c(c2C#N)CCN(C(C)=O)C3)cc(OC)c1OC	0	-5	8	1	-1	10	-9	13	2.7
6	CCOc1cc(-c2conc2N)cc(OCC)c1OCC	2	0	0	2	5	-1	-2	6	0.1
7	O=C(CN1CCN(Cc2ccccc2)CC1)Nc1ccc(Cl)cn1	-2	0	5	3	4	-3	4	-2	-5.4
8	Cc1nc(NCCc2ccccc2)sc1C(=O)O	-3	-6	0	-5	1	3	2	5	-1.2
9	Cc1c(C)c2ccc(OC(C)C(=O)NCCCN3CCOCC3)c(C)c2oc1=O (stereo not drawn)	1	-1	2	11	-3	0	2	4	1.9
10	COC(=O)c1cccc(Nc2nc(-c3cccnc3)nc3ccccc23)c1	-11	3	9	0	-2	-2	-18	-15	2.2

The list itself (from the top)
nr	SMILES	Fam108B counter	PAD4 inh	BCLXL inh	MCL1 BIM primary	GLD-1 RNA inh	TPT1 inh	PME-1 primary	GSTO1 counter	MEX-5 binding
1	CC(=O)Nc1nc(CC(C)C)cc2c1c(=O)oc1ccccc12	1	6	3	-2	4	0	7	-1	0.5
2	CN1CCN(C(=O)CN(C)S(=O)(=O)c2ccc3ccccc3c2)CC1	-2	-2	5	4	1	-5	-5	4	-0.3
3	Cc1ccc(CN2CC(C(=O)O)CC2=O)cc1 (stereo not drawn)	1	-2	5	-4	6	-3	-2	2	2.5
4	O=C(CCN1C(=O)/C(=C/c2ccccc2F)SC1=S)Nc1cccnc1	2	-5	2	6	3	-3	4	8	1.5
5	COc1cc(C(=O)Nc2sc3c(c2C#N)CCN(C(C)=O)C3)cc(OC)c1OC	0	-5	8	1	-1	10	-9	13	2.7
6	CCOc1cc(-c2conc2N)cc(OCC)c1OCC	2	0	0	2	5	-1	-2	6	0.1
7	O=C(CN1CCN(Cc2ccccc2)CC1)Nc1ccc(Cl)cn1	-2	0	5	3	4	-3	4	-2	-5.4
8	Cc1nc(NCCc2ccccc2)sc1C(=O)O	-3	-6	0	-5	1	3	2	5	-1.2

From no. 1 as far as 2, as listed above:
nr	SMILES	Fam108B counter	PAD4 inh	BCLXL inh	MCL1 BIM primary	GLD-1 RNA inh	TPT1 inh	PME-1 primary	GSTO1 counter	MEX-5 binding
1	CC(=O)Nc1nc(CC(C)C)cc2c1c(=O)oc1ccccc12	1	6	3	-2	4	0	7	-1	0.5
2	CN1CCN(C(=O)CN(C)S(=O)(=O)c2ccc3ccccc3c2)CC1	-2	-2	5	4	1	-5	-5	4	-0.3

Continuation.
nr	SMILES	Fam108B counter	PAD4 inh	BCLXL inh	MCL1 BIM primary	GLD-1 RNA inh	TPT1 inh	PME-1 primary	GSTO1 counter	MEX-5 binding
9	Cc1c(C)c2ccc(OC(C)C(=O)NCCCN3CCOCC3)c(C)c2oc1=O (stereo not drawn)	1	-1	2	11	-3	0	2	4	1.9
10	COC(=O)c1cccc(Nc2nc(-c3cccnc3)nc3ccccc23)c1	-11	3	9	0	-2	-2	-18	-15	2.2
11	Cc1cccc(C(=O)OCC(=O)Nc2ccc3c(c2)OCCO3)c1	x	2	-7	-12	0	x	-5	x	x
12	Cc1[nH]c(=S)c(C#N)c(C)c1Cc1ccccc1	1	0	2	-4	1	0	-8	-2	1.7
13	O=C1NCCCC1C(=O)N/N=C/c1ccc([N+](=O)[O-])cc1 (stereo not drawn)	-3	7	2	-1	0	-6	-2	9	-2.8
14	COC(=O)CNC(=O)Cn1cnc2sc(C)c(S(=O)(=O)N3CCC(C)CC3)c2c1=O	-3	-4	-2	-1	-4	-1	8	-2	1.0
15	CCC(C)(C)NC(=O)C(c1ccc(F)cc1)N(Cc1ccco1)C(=O)c1snc(C(N)=O)c1N (stereo not drawn)	-2	16*	0	0	11	-2	-6	7	3.6
16	C/C(=N\NC(=O)C(=O)Nc1cccc(Cl)c1C)c1ccncc1	5	25*	3	4	10	0	-2	4	-2.8
17	COc1ccc(Cl)cc1C(=O)Nc1cccc2ncccc12	1	-4	-2	-5	4	1	10	1	-1.7
18	COc1ccc(S(=O)(=O)N2CCOCC2)c(Cl)c1Cl	-1	-4	2	4	2	-4	4	4	-0.9
19	Cc1cc(=O)oc(C)c1C(=O)N1CCN(c2ccc(F)cc2)CC1	-1	-2	1	-8	5	-3	-4	0	0.2
20	COc1ccc(C2Nc3ccccc3C(=O)N2NC(C)=O)c(OC)c1 (stereo not drawn)	-1	5	6	2	-2	-4	5	-2	-1.0
21	Cc1cc(C)n2nc(SCCOc3ccc(F)cc3)nc2n1	-2	-3	1	-6	9	-4	-2	3	2.3
22	CN(C)/C=C/C(=O)C(F)(F)F	-3	-2	-1	-5	-6	2	-2	-1	-0.9
23	COc1cccc(NC(=O)COC(=O)c2ccc(F)cc2F)c1	-3	-4	3	-1	1	3	-1	-1	-1.2
24	CC1=C(C)C(c2ccccc2)NC(=S)N1 (stereo not drawn)	0	-3	-7	0	2	0	1	3	1.2
25	CCn1c(=N)n(CC(=O)c2ccc(Cl)c(Cl)c2)c2ccccc21	7	-5	-2	-7	22	1	19	-5	-0.6
26	Cc1occc(=O)c1OCc1c(F)cccc1Cl	-1	-3	1	5	-5	4	-1	-6	1.7
27	CC1CS(=O)(=O)CCN1N=Cc1ccc([N+](=O)[O-])o1 (stereo not drawn)	-9	-11	-1	-10	6	2	-6	4	x
28	CC(=O)Nc1cccc(N2C(=O)CC(N3CCC(C(=O)N4CCCCC4)CC3)C2=O)c1 (stereo not drawn)	-3	1	1	-1	6	-4	2	2	-2.6
29	COCCCNC(=O)Cn1cc2c(n1)CCC(C)C2 (stereo not drawn)	-1	-1	2	0	1	2	-5	1	1.7
30	CN1CCN(C(c2cc3cc4c(cc3[nH]c2=O)OCCO4)c2nnnn2C2CCCC2)CC1 (stereo not drawn)	1	3	4	8	4	0	-4	8	1.3
31	Cc1cc2ncc(-c3cccc(Cl)c3)cn2n1	0	4	-3	0	5	-2	3	-2	-1.5
32	O=C(Nc1nc2c(s1)CCCC2)c1cccc(S(=O)(=O)N2CCCc3ccccc32)c1	-22	1	-2	7	1	3	-25	-9	1.5
33	NCCCCCc1nnc(SCc2ccc(Cl)c(Cl)c2)o1	1	-4	-1	1	1	-5	-2	0	0.0
34	COC(=O)c1cc2c(ccn2-c2ccc(F)cc2)n1CC(C)C	-4	-3	2	0	1	-7	-3	5	3.5
35	CCOc1ccc(S(=O)(=O)N2CCCC(C(=O)N3CCOCC3)C2)cc1C (stereo not drawn)	5	-7	4	2	3	1	2	2	2.7
36	CCOc1ccc2[nH]c(=O)c(C(c3nnnn3C3CCCCC3)N3CCN(CC)CC3)cc2c1 (stereo not drawn)	1	2	0	6	3	-1	-7	-3	-1.4
37	CC(C)=NN/C(N)=N/C(=S)Nc1ccc(C)cc1	-3	1	6	-2	0	1	-6	0	-2.1
38	CCCOC(=O)CSC1=C(C#N)C(c2ccccc2OC)C(C#N)C(=O)N1 (stereo not drawn)	3	-3	3	1	0	3	-5	13	2.9
39	COc1ccc(-c2sc3cc4c(cc3c2C#CC2(N)CCCCC2)OCO4)cc1	x	-1	6	6	3	x	-1	x	x
40	C=CCNc1nc(N2CCCCC2)c(C#N)c2c1CN(Cc1ccccc1)CC2	4	-2	6	4	10	2	3	3	-0.5
41	COc1ccc(C2Nc3ccccc3C(=O)N2NS(C)(=O)=O)cc1 (stereo not drawn)	5	-3	6	10	1	-6	0	1	0.0
42	COc1ccc(CCCC(=O)NC2CCCCC2C)c(C)c1 (stereo not drawn)	2	0	-13	-18	-4	0	-12	23	-0.7
43	O=C(c1ccccc1)N1CCN(c2ncnc3c2cnn3-c2ccccc2)CC1	-1	-1	7	2	0	-2	4	1	1.6
44	C=CCNC(=S)N/N=C(\C)c1ccc(OC)cc1	0	1	1	7	2	-7	-2	1	-0.8
45	COc1ccc2ccccc2c1/C=N/Nc1cccc(C(=O)O)c1	8	21*	14	11	12	-1	14	15	-0.7
46	CC(NC(=O)Nn1cnnc1)(C(F)(F)F)C(F)(F)F	4	-1	7	12	-4	-1	3	0	-3.2
47	CCOc1ccc(NC(=O)CC2CC(C)(C)OC2=O)cc1 (stereo not drawn)	-1	0	-1	-1	2	-2	-1	3	-2.0
48	CCOC(=O)/C=C1\CN(CCC(C)C)S(=O)(=O)c2ccccc21	-2	-3	3	0	-2	-1	8	-4	-1.3
49	CC1CCCCN1S(=O)(=O)c1cnc(Cl)c(Br)c1 (stereo not drawn)	-3	-4	4	5	4	-2	-3	71*	-4.9
50	CCOC(=O)CCC(=O)N1CCOCCOCCN(C(=O)CCC(=O)OCC)CCOCCOCC1	-2	-1	-2	0	-1	0	6	-5	-1.6
51	O=c1c(Br)c(NCc2ccccc2)cnn1-c1ccc(F)cc1	-5	4	3	3	10	0	2	9	-1.1
52	Cc1ccc(SCCNC(=O)c2ccccc2C)cc1	-3	-4	10	10	-4	0	-1	-3	1.4
53	C=CCn1cnc2c(nnn2-c2ccc(C)c(C)c2)c1=O	1	-2	2	-1	1	1	5	8	0.8
54	O=C(NCCCc1ccccc1)c1ccc(CS(=O)Cc2ccccc2Cl)o1 (stereo not drawn)	-1	-6	3	2	3	1	2	-3	-1.3
55	CC(=O)Nc1ccc(NC(=O)c2cc(=O)c3ccc(C)cc3o2)cc1	-4	-3	-4	-4	4	3	-3	1	-1.6
56	O=C(Nc1ccc(Cl)cc1)OCc1cncs1	-4	5	-1	-5	7	-3	-9	5	-3.0
57	Cc1noc(C)c1S(=O)(=O)Nc1ccccc1Cl	0	-2	0	-1	6	0	4	-1	-1.5
58	Cc1cc(C)c2c(c1)/C(=N/Nc1ccc(S(N)(=O)=O)cc1[N+](=O)[O-])CCC2	2	1	8	2	3	-2	2	3	-1.7
59	NC(=O)C1=C[C@H](c2ccc3c(c2)OCO3)C[C@H](OCc2ccc(CO)cc2)O1	0	5	3	7	-3	-1	1	6	-0.3
60	COc1ccc(CCN(Cc2cccs2)S(=O)(=O)c2ccc(S(=O)(=O)N(C)C3CCCCC3)cc2)cc1OC	-1	0	-1	2	5	2	2	-2	0.5
61	COc1cc(/C=C/c2noc(-c3ccccc3O)n2)cc(OC)c1OC	1	-3	3	-9	1	1	-5	4	-0.4
62	CCCc1cc(=O)[nH]c(SCC(=O)c2cc(C)n(CCOC)c2C)n1	-3	3	3	1	-4	2	-3	-1	2.1
63	O=C(Cc1ccccc1)Nc1ccc(S(=O)(=O)N2CCOCC2)cc1	1	-2	2	-2	-3	-2	-3	3	-0.3
